# Mac1 fbg enh: enhancers of CD11b/CD18 adhesion to fibrinogen, primary screen, K562 cells, luminescence | ATPlite luminescence | activation, % at 10 µM | 93,000 tested, 0.07% active;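 active means 10 µM primary screen giving 50% or more activity, confirmed by 40% or more on retest at that dose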; further: strong numbers were not always called active; reference of the scale not given here
# Target sequence (P05107 whole entry, looked up, other chains not shown): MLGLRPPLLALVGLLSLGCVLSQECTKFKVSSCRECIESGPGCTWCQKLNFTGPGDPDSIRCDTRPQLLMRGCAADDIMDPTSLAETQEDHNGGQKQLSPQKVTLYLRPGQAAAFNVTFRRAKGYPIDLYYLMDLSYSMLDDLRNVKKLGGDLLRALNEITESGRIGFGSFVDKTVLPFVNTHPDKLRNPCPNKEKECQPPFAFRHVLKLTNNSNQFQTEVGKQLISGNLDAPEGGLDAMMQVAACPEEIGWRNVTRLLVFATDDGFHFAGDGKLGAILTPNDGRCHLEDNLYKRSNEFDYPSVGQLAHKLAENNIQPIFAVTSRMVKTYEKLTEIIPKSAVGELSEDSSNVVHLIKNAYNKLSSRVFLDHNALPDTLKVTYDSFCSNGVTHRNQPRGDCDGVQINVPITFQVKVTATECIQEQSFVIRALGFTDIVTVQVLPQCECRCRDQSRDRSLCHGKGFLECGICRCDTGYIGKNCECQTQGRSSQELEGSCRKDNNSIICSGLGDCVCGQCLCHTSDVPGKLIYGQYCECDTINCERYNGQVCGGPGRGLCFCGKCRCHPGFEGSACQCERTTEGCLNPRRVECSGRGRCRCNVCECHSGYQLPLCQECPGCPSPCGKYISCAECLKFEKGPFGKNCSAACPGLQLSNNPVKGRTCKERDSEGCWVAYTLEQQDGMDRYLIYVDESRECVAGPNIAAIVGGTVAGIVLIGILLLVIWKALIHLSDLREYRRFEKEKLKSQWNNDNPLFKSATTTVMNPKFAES
# * marks the source's active call; other numbers are inactive results.
canonical_smiles,Mac1 fbg enh
O=C(CC(=O)c1ccccc1)Nc1cccnc1Cl,-3.1
COc1ccc(/C=C/C(=O)Nc2ccccc2C(F)(F)F)cc1OC,-3.2
CC(C)CNC(=O)COC(=O)/C=C/c1ccccc1[N+](=O)[O-],-4.7
COc1cc(/C=N/NC(N)=S)ccc1OCC(=O)Nc1ccc(C)c(C)c1,59.1
Cc1cccc(N2CCN(CC(=O)Nc3nccs3)CC2)c1C,-2.6
O=C(Nc1cccc2ccccc12)NC1CCCc2ccccc21 (configuration not stated),-1.4
COc1cc(C(=O)NCc2ccc(-c3nc4ccccc4s3)cc2)cc(OC)c1OC,13.0
COc1ccc(-c2ccc(C#N)c(SCC(=O)NCCc3ccccc3)n2)cc1OC,21.4
CC(=O)Nc1ccc(S(=O)(=O)Nc2nc3ccccc3nc2Nc2ccc(S(N)(=O)=O)cc2)cc1,-0.9
Cc1ccc(NC=C(S(=O)(=O)c2ccccc2)S(=O)(=O)c2ccccc2)c(C)c1,3.5
CC(=O)Nc1ccc(Nc2cc(C)nc3c(-c4ccc(Cl)cc4)c(C)nn23)cc1,15.2
COC(=O)Cc1cc(=O)oc2cc(OC)ccc12,-3.7
CCCCCCn1c(=O)c(F)cn(Cc2ccc(OC)c([N+](=O)[O-])c2)c1=O,-3.5
Cc1ccccc1NC(NC(=O)c1cccs1)C(Cl)(Cl)Cl (configuration not stated),-3.0
CCn1c(SCC(=O)N2c3ccccc3CCc3ccccc32)nnc1-c1ccc(OC)cc1,1.4
O=C(COC(=O)c1ccccc1C(=O)c1ccc(Cl)cc1)NCc1ccccc1,-0.4
Oc1cccc2ccc[n+](CC(O)Cn3c4ccccc4c4ccccc43)c12 (configuration not stated),-3.0
COc1ccc(/C=N/NC(=O)c2ccncc2)cc1CSc1nc2ccccc2s1,-5.1
O=C(COC(=O)CCCSc1nc2ccccc2[nH]1)Nc1ccc(Cl)cc1,6.5
Cc1cccc(C)c1OCC(O)Cn1c2ccccc2c2ccccc21 (configuration not stated),-3.2
COc1ccc(NC(=O)Cn2c(=O)n(-c3ccc(OC)cc3OC)c(=O)c3c(C)c(C)sc32)cc1,0.0
CN(C)/C=C(/C(=O)c1ccc(Cl)cc1Cl)S(=O)(=O)c1ccc(Cl)cc1,0.9
COC(=O)c1ccc(NC(=O)c2cn(-c3cccc(C)n3)cn2)cc1,-2.0
CC(C)COc1ccc(-c2cc(C(=O)NN)[nH]n2)cc1,21.7
Cc1onc(-c2ccccc2)c1C(=O)Nc1nc(-c2ccccc2)cs1,3.6
Cc1ccc(C)c(N2CCN(CC(=O)Nc3ccc([N+](=O)[O-])cc3C(=O)Nc3ccccc3F)CC2)c1,0.9
CCC(C)(C)NC(=O)C(c1ccc(C)cc1)N(CC1CCCO1)C(=O)CNC(=O)c1cccs1 (configuration not stated),1.0
C=CCNC(=S)N1CCN(c2ccc([N+](=O)[O-])cc2)CC1,-0.3
COc1cccc2c3c(c(=O)[nH]c12)CCC(C)(C)O3,-4.4
COc1cc(C(=O)O/N=C2\C=CC(=O)C(C)=C2)cc(OC)c1OC,-6.2
COc1cccc(/C=N/Nc2nc3ccccc3n3cnnc23)c1O,-0.9
COc1cccc(/C=C2\SC(=O)N(CCC(=O)NNC(=O)c3cccc(Cl)c3)C2=O)c1,4.1
CCN(C(=O)Nc1ccccc1OC)c1c(N)n(Cc2ccccc2)c(=O)[nH]c1=O,1.0
CC(C)c1ccc(NC(=O)COC(=O)[C@H](CCC(N)=O)NC(=O)c2ccc(F)cc2)cc1,-3.4
COCCNCC(=O)Nc1ccccc1Sc1ccccc1,6.2
Cc1c(C(=O)NC2CCCc3ccccc32)oc2ccccc12 (configuration not stated),0.4
Cc1cccc(NC(=O)CSc2ccc(-c3ccco3)nn2)c1,10.0
CC12CCC(C(=O)N(CC(O)CN3CCCCC3)C1=O)C2(C)C (configuration not stated),-11.3
CCN(CC)c1ccc(/C=N/N2CCN(Cc3ccc(C)cc3C)CC2)c(O)c1,-0.4
CCOC(=O)c1c(-c2ccccc2)csc1NC(=O)C1CCCO1 (configuration not stated),-2.0
NC(CC(=O)O)c1ccc(Br)cc1 (configuration not stated),-2.6
O=C(O)CNc1nc(-c2ccccc2)c2cc([N+](=O)[O-])ccc2n1,0.9
Cc1cccc(C)c1NC(=S)N(C)CCc1ccccn1,8.5
Nc1c(-c2ccccc2)c(CSc2nc3ccccc3[nH]2)nn1-c1ccc(C(=O)O)cc1,2.1
COc1ccc(/C=C/C(=O)NC(=S)NNC(=O)Cc2cccs2)cc1OC,-1.3
Cc1cccc(C2=N/C(=C\c3cccnc3)C(=O)O2)c1,3.6
Cc1ccc(NC(=O)c2cc(S(=O)(=O)NCCC3=CCCCC3)ccc2F)cc1F,-3.3
CCCN1CN(Cc2ccccc2)CNC1=S,-3.1
O=[N+]([O-])c1cccc(/C=N/Nc2nccnc2Cl)c1,-1.5
O=[N+]([O-])c1cccc(C(=Nc2ccc(Cl)cc2)NO)c1,-3.3
CN(c1ccc(OCC(=O)OCC(=O)Nc2ccccc2)cc1)S(=O)(=O)c1cccs1,-6.7
O=C(NCc1ccc(-c2nc3ccccc3s2)cc1)c1ccco1,0.0
N#Cc1ccc(-c2ccc(F)cc2)nc1Oc1ccccc1,-5.4
CCOC(=O)c1sc(NC(=S)NC(=O)C2CC2)cc1C,-1.4
Cc1ccc(NC(=O)COC(=O)c2cccc3c2C(=O)c2ccccc2C3=O)c(C)c1,0.2
CCN(CC)c1ccc(/C=N/Nc2ccc(C)cc2)c(O)c1,4.9
Cc1ccc(C)c(N(CC(=O)NN=C2CCCCCCC2)S(C)(=O)=O)c1,1.9
COc1ccccc1NC(=S)NNC(=O)c1ccc(O)cc1,-2.2
Cc1ccc(C(=O)NCCc2nnc3ccc(SCC(=O)Nc4c(C)cc(C)cc4C)nn23)cc1,9.1
CCOC(=O)Nc1sc2nc(C)cc(C)c2c1-n1cccc1,-0.7

# Molecules above that contain a thiophene ring, fused or not, in the order listed:
canonical_smiles,Mac1 fbg enh
Cc1ccccc1NC(NC(=O)c1cccs1)C(Cl)(Cl)Cl (configuration not stated),-3.0
COc1ccc(NC(=O)Cn2c(=O)n(-c3ccc(OC)cc3OC)c(=O)c3c(C)c(C)sc32)cc1,0.0
CCC(C)(C)NC(=O)C(c1ccc(C)cc1)N(CC1CCCO1)C(=O)CNC(=O)c1cccs1 (configuration not stated),1.0
CCOC(=O)c1c(-c2ccccc2)csc1NC(=O)C1CCCO1 (configuration not stated),-2.0
COc1ccc(/C=C/C(=O)NC(=S)NNC(=O)Cc2cccs2)cc1OC,-1.3
CN(c1ccc(OCC(=O)OCC(=O)Nc2ccccc2)cc1)S(=O)(=O)c1cccs1,-6.7
CCOC(=O)c1sc(NC(=S)NC(=O)C2CC2)cc1C,-1.4
CCOC(=O)Nc1sc2nc(C)cc(C)c2c1-n1cccc1,-0.7

# Three entries already listed, sorted by number of heavy atoms, smallest number first.
canonical_smiles,Mac1 fbg enh
NC(CC(=O)O)c1ccc(Br)cc1 (configuration not stated),-2.6
CCCN1CN(Cc2ccccc2)CNC1=S,-3.1
CN(c1ccc(OCC(=O)OCC(=O)Nc2ccccc2)cc1)S(=O)(=O)c1cccs1,-6.7

# New compounds follow
canonical_smiles,Mac1 fbg enh
CC(=O)Nc1ccc(NC(=O)c2ccccc2CC[N+](=O)[O-])cc1,-3.8
CCCCNC(=S)Nc1cccc2cnccc12,-2.8
CCN(CC)S(=O)(=O)c1ccc(C(=O)Nc2ncn(Cc3ccccc3)n2)cc1,20.7
O=Cc1c(-[n+]2ccccc2)nc([O-])n1-c1ccccc1,-1.1
Cc1cccc(NC(=O)COC(=O)c2cccc3c2C(=O)c2ccccc2C3=O)c1C,0.4
Cc1ccccc1NC(=O)Cn1c(NCC(C)O)nc2ccccc21 (configuration not stated),-1.9
COc1ccc(-n2c(C)c3c(OC)cccc(=O)c3c2C)cc1,-2.2
COc1ccc(C2=NNC(=O)CC2)cc1,-1.0
COC(=O)Cc1ccc(NC(=S)NCc2ccc(Cl)cc2)cc1,-1.8
Cc1c(NC(=O)CSc2nnc(Nc3ccccc3)s2)c(=O)n(-c2ccccc2)n1C,2.4
COc1ccc(C(=O)c2c[nH]c(C(=O)NCc3cccnc3)c2)cc1,-3.8
CCN(CC)S(=O)(=O)c1ccc(C)c(NC(=O)COC(=O)c2ccc(C)c(S(=O)(=O)N3CCOCC3)c2)c1,-3.1
Cn1c(NC(=O)/C=C/c2ccccc2)cc(=O)n(C)c1=O,-0.2
O=C(NC1=NCCS1)c1sc2cc(F)ccc2c1Cl,0.8
O=C(CC1SC(=O)N(Cc2ccc(Cl)cc2)C1=O)Nc1nccs1 (configuration not stated),0.5
CCC(=O)NC(=S)Nc1ccc(NC(=O)c2ccc(OC)cc2)cc1,46.4
Cc1cccc(C(=O)Nc2c(C#N)c(C)c(C)n2Cc2ccccc2)c1,-0.2
COc1ccc(-n2c(C)cc(-c3csc(N)n3)c2C)cc1,11.0
CSc1ccc(CNCCCN(C)C)cc1,-4.3
CCn1c2ccccc2c2cc(NC(=O)CSc3nnc(-c4cccc(C)c4)o3)ccc21,3.9
COc1cc(N=CC2=C(O)c3ccccc3C2=O)cc(OC)c1,8.1
COc1cccc(C(=O)NC(Cc2ccccc2)c2ccc3c(c2)OCCCO3)c1 (configuration not stated),0.3
CN(c1cccc(NC(=O)CN(c2ccc(C34CC5CC(CC(C5)C3)C4)cc2)S(C)(=O)=O)c1)S(C)(=O)=O,10.4
CCN(CC)S(=O)(=O)c1cc(NC(=O)CCCOc2ccc(C(C)=O)cc2)ccc1C,-0.6
COC(=O)c1cc(OC)c(OC)cc1NCC(=O)Nc1ccc(C)cc1,6.2
Cc1ccc(NC(=O)CN(C)C(=O)COc2c(Cl)cc(Cl)c3ccc(C)nc23)cc1,6.6
CCN1C(=O)C2(Nc3ccccc3-c3nc4ccccc4n32)c2cc(OC)ccc21 (configuration not stated),-0.4
CC(C)(C)c1ccc(OCC(=O)NNC(=O)CCc2ccccc2)cc1,2.6
Cc1cccc(Oc2cc(NC(=O)c3ccccc3)cc([N+](=O)[O-])c2)c1,-9.1
Cc1ccccc1NC(=O)/C(C#N)=C/c1ccsc1,-3.5
CCc1sc(N)nc1-c1ccccc1,2.0
CC1(C)CC(=O)C(N=Nc2ccc(Cl)cc2)=C(O)C1,6.3
CCNc1ccccc(C(=O)/C=C/c2ccc3c(c2)OCO3)c1=O,-4.4
CCC(CC)NC(=O)CON=C1c2ccccc2-c2ccccc21,4.0
COc1ccc(C(=O)NCc2ccc(-c3nc4ccccc4s3)cc2)cc1,5.8
CNC(=O)c1ccccc1S(=O)c1ccccc1C#N (configuration not stated),-3.2
CCOC(=O)C(C)N1N=C(/C=C/c2ccc(C)cc2)CCC1=O (configuration not stated),-3.5
CC(C)(C)NC(=S)Nc1ccc(Br)cc1,-1.4
O=C(c1ccccc1)c1ncc(C(F)(F)F)cc1Cl,-3.6
CC(=O)Nc1ccc(NC(=O)C(C)OC(=O)c2ccc(OCc3c(C)noc3C)cc2)cc1 (configuration not stated),-3.8
N#CCCNC(=O)Cn1c(COc2ccc(Cl)cc2)nc2ccccc21,0.1
Cc1ccc(Sc2ccc(C(=O)NC(C)C)cc2[N+](=O)[O-])cc1,-5.8
CCOC(=O)Cc1csc(/N=C/c2c(O)n(-c3ccccc3C(F)(F)F)c(=O)c3ccccc23)n1,6.6
CCN(CC)c1ccc(C2=NNC(=O)CC2C)cc1[N+](=O)[O-] (configuration not stated),5.7
C/C(CC(=O)Nc1cccc(Cl)c1)=N\NC(=O)Cc1ccc(Cl)cc1,-2.8
CCOC(=O)c1cc(C#N)c(N2CCCC2)nc1-c1ccccc1,-2.0
Cc1cc(C)n2c(SCC(=O)Nc3c(C)n(C)n(-c4ccccc4)c3=O)nnc2n1,0.8
CCCCOC(=S)NC(=O)c1sc2ccccc2c1Cl,-4.2
CCOc1ccccc1CSc1nc2ccccc2[nH]1,-1.1
Cc1ccc2c(c1)C1(SCCS1)C(=O)N2,1.4
Cc1ccc(-n2c(SCC(=O)N3CC(=O)Nc4ccccc43)nc3ccccc3c2=O)cc1C,4.7
CCCOc1ccc(/C=C/C(=O)Nc2ccc([N+](=O)[O-])cc2C)cc1,3.9
CC(C)C(=O)NC(=S)Nc1ccccc1C(F)(F)F,-0.4
Clc1cccc(/C=N/Nc2ncnc3ccccc23)c1,1.3
COc1cc(/C=N/NC(=O)COc2ccccc2C)ccc1OC(=O)c1cccs1,2.9
C#CCn1c(S(=O)(=O)Cc2ccccc2Cl)nc(-c2ccccc2)c1-c1ccccc1,-2.6
O=c1[nH]ncn1-c1ccccc1C(F)(F)F,1.8
COC(=O)c1ccc(N2CCN(S(=O)(=O)c3ccc(C)cc3)CC2)c([N+](=O)[O-])c1,12.5
O=C(CCS(=O)(=O)c1ccc(Cl)cc1)NCCN1C(=O)S/C(=C\c2ccccc2F)C1=O,1.9
CCN(CC)S(=O)(=O)c1cccc(NC(=O)/C=C/c2cccc([N+](=O)[O-])c2)c1,-3.1

# The list goes on:
canonical_smiles,Mac1 fbg enh
CCOC(=O)c1c(-c2ccc(OC)cc2)csc1NC(=O)COc1ccc2c(C)cc(=O)oc2c1,-3.4
Cc1ccc(/C=N/NC(=O)C2CCN(Cc3ccc(F)cc3Cl)CC2)o1,-1.9
CN(C)c1ccc(/C=N/N=C/c2ccccc2O)cc1,0.2
CC(CC(=O)NCC1CCCO1)c1ccccc1 (configuration not stated),5.4
Cc1ccc(C(=O)COc2ccccc2-c2ccccc2)cc1,-4.8
Cc1ccc(-c2nnn(CC(=O)N(CC3CCCO3)C(C(=O)NC3CCCCC3)c3ccc(F)cc3)n2)o1 (configuration not stated),-3.4
CSCc1ccc(C(=O)NCc2ccccc2)cc1,-2.5
CCc1cc2cccc(C)c2nc1SCC(=O)NNC(=O)c1ccco1,1.9
C/C(=C\C(=O)c1cccnc1)Nc1ccc(O)cc1,-0.3

# Bioassay records: PubChem BioAssay, Sanford-Burnham Center for Chemical Genomics

# A portion of the library; count on the stated rates, not on these rows.
